# AID inhibitor – inhibitors of human activation induced cytidine deaminase | Q9GZX7 | AID deamination FRET fluorescence, UDG-coupled, 4 h | Potency, µM (series often up to 115 µM), for inactives: top-dose activity change, negative = inhibition, usual class: inhibitors | 0.32% of 91,000 active; also: nearly all actives have a fitted effect of over 25% in size
# Target sequence (Q9GZX7 whole entry, looked up): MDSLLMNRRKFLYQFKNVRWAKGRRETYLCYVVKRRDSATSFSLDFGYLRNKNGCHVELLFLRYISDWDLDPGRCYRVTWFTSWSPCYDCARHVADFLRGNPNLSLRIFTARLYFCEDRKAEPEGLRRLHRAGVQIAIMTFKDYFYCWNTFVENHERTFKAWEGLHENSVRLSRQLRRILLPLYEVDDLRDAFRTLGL
# UDG counterscr – blocks uracil-DNA glycosylase in AID counter-screen; FRET deamination/UDG coupled assay, UDG read, 4 h; Potency, µM (titrated, usually from 115 µM), inactives show top-dose activity change, negative = inhibition, actives largely listed as inhibitors; 0.14% of 91,000 active; AID 1347430; also: nearly all actives have a fitted effect of over 65% in size
# Starred values were filed as active, the others as inactive; ? = inconclusive; [ ] = another dose, or the depositor's remark. Calls follow the shape of the dose curve; as a rule, active = well fitted curve in the direction sought with a large enough effect; inconclusive = small, poorly fitted or top-dose-only effect, or another doubt; inactive = no such curve, though single readings can be large; an effect the other way counts as inactive or inconclusive. % is scaled to controls: 0 for no effect and ±100 for the full control effect; potency is read from the fitted curve at half-maximal effect. The list is partial, so the mix of outcomes need not match the whole.
SMILES,AID inhibitor,UDG counterscr
Cc1ccc(C2NC(=S)NC3=C2CCc2ccccc23)cc1 (stereo not drawn),48%[activator],-5%
COc1ccc(CCNC(=O)c2cc(-c3ccc(C)cc3)nc3n[nH]c(-c4ccccc4)c23)cc1OC,11%,-12%
Cc1ccc(-c2cc(C(=O)O)n(Cc3ccccc3)n2)cc1,-10%,-5%
CCc1cccc(C)c1NC(=O)c1ccc(S(=O)(=O)N(C)c2ccccc2OC)cc1,-6%,-3%
CCOc1ccc(-c2ccccc2)cc1C=O,-13%,-6%
Cc1ccc(NC(=O)CCCn2nc(C)c3sc4ccccc4c3c2=O)c(Cl)c1,-3%,-18%
O=C(CSc1nc2ccccc2nc1Cc1ccc(Cl)cc1)N1CCN(c2ccccc2F)CC1,1%,11%
Cc1cc(Cl)ccc1NC(=O)C1CCCN(c2nnc(C)c3c(C)n(-c4ccccc4)nc23)C1 (stereo not drawn),24%,5%
Cc1ccc(S(=O)(=O)N2CCC(Oc3ccc(-n4cnnn4)cc3)CC2)cc1,-5%,5%[57.5 µM]
CCOC(=O)c1ccccc1NC(=O)CN(c1ccccc1OC)S(=O)(=O)c1ccc(C)cc1,-19%,-18%
Cc1ccc(NS(=O)(=O)c2ccc(NN)c([N+](=O)[O-])c2)c(C)c1,-7%,-5%
CCOC(=O)c1c(C)[nH]c(C)c1S(=O)(=O)N(C)CC(=O)Nc1cc(Cl)ccc1C,0%,-16%
NCc1ccc(CS(N)(=O)=O)cc1,-8%,-4%
Cc1ccc(C(=O)Nc2ncn(CC(=O)NCc3ccccc3F)n2)cc1,-2%,-9%
CCCCN(C)CCNC(=O)c1nn(-c2ccc(OC)c(Cl)c2)c(=O)c2c1c1ccccc1n2C,3%,0%
Cc1cnc(C(=O)Oc2ccc(Cl)cc2Cl)cn1,12%,6%
CCn1c(SCCOC)nnc1C1CC1,-14%,-1%
CC(Nc1ccc([N+](=O)[O-])cn1)c1ccc(Cl)cc1Cl (stereo not drawn),-27%,-19%
COC(=O)c1cc(NC(=O)c2oc(=O)c3ccccc3c2-c2ccccc2)cc(C(=O)OC)c1,16%,-5%
CNC(=O)NC(=O)CN(CC(C)O)c1ccccc1 (stereo not drawn),-5%,-5%
CC(Cc1ccco1)NC(=O)C1CCCO1 (stereo not drawn),3%,-3%
CCOC(=O)c1c(NC(=O)c2cc3nc(-c4ccc(Br)cc4)cc(C(F)(F)F)n3n2)sc(C(C)=O)c1C,14%,-2%
CC(=O)c1ccc(NC(=O)CSc2nnc3c(n2)[nH]c2ccccc23)cc1,?,-4%
O=C1CC(c2ccccc2C(F)(F)F)c2c(c3ccccc3[nH]c2=O)O1 (stereo not drawn),28%,-1%
Cn1c(C=O)cc2ccccc21,-1%,1%
# Other structures follow:
SMILES,AID inhibitor,UDG counterscr
O=C(Nc1cn[nH]c1)C1CCCN(c2cnccn2)C1 (stereo not drawn),0%,0%
Cc1ccc(NC(=O)Cn2nc(-c3cccs3)oc2=O)cc1C,-3%,6%
Clc1ccc(/C=N/Nc2ccc(Cl)c(Cl)c2)cc1Cl,-8%,-8%
CCCCN(c1ccccc1)S(=O)(=O)c1ccc2c(c1)CC(C)N2C(=O)C1CC1 (stereo not drawn),-18%,-4%
N#Cc1ccccc1CN1CCCc2ccccc21,-12%,-3%
O=C(Nc1ccc2oc(-c3ccncc3)nc2c1)c1ccc2c(c1)OCO2,-13%,-2%
CCc1nn2c(=O)cc(CNc3ccc4c(c3)OCCCO4)nc2s1,9%,-9%
CCn1nc(C(=O)Nc2cc(Cl)ccc2OC)c2ccccc2c1=O,-10%,-15%
CCCOc1ccc(-c2nonc2NC(=O)COc2ccc(C)cc2)cc1OCCC,2%,3%
CCS(=O)(=O)N1CCc2cc(C(=O)Nc3cc(OC)c(Cl)cc3OC)ccc21,6%,11%
CCn1cc2nc(SCc3ccccc3F)n(Cc3ccc(C)cc3)c(=O)c2n1,14%,12%
CCCCOc1ccc(CNC(=O)c2cnc3sc(N4CCCC4)nn3c2=O)cc1,10%,5%
Cc1cccc(NC(=O)CCNS(=O)(=O)c2ccc3c(c2)CCN3C(=O)C2CC2)c1,-3%,2%
COc1cccc(CN(C)CC(=O)N2c3ccccc3NC(=O)CC2C)c1OC (stereo not drawn),3%,-10%
COc1cc(Cl)c(C)cc1NC(=O)CCc1c(C)nc2cc(-c3cccc(F)c3)nn2c1C,4%,6%
CCOc1cccc2cc(-c3cn4c(n3)sc3ccccc34)c(=O)oc12,0%,3%
CN(C)c1ccc(CN(Cc2ccco2)C(=O)c2ccc(C(C)(C)C)cc2)cc1,?,-18%
CCCc1nnc(NC(=O)C2(c3ccc(Cl)cc3)CCC2)s1,-3%,0%
O=C(c1ccc2ccccc2c1)N(Cc1ccccc1)C1CC1,-15%,-2%
CCOc1ccc(NC(=O)Nc2ccc3snnc3c2)cc1,?,-6%
CCc1c(C)sc(NC(=O)/C=C/c2ccc(F)cc2)c1C#N,0%,1%
Cc1ccccc1OCc1nnc(SCC(=O)c2ccc(Cl)cc2)n1C,-9%,-7%
O=C(Cn1c(=O)nc(-c2ccccc2)c2ccccc21)NCCc1ccc(Cl)cc1,14%,0%
Cc1c(NCc2nc(-c3ccco3)no2)cccc1-n1cnnn1,10%,-3%
CCOC(=O)c1cccc(NC(=O)c2ccc3snnc3c2)c1,9%,7%

# The last three records of the section above are carried over, then new ones follow.
SMILES,AID inhibitor,UDG counterscr
O=C(Cn1c(=O)nc(-c2ccccc2)c2ccccc21)NCCc1ccc(Cl)cc1,14%,0%
Cc1c(NCc2nc(-c3ccco3)no2)cccc1-n1cnnn1,10%,-3%
CCOC(=O)c1cccc(NC(=O)c2ccc3snnc3c2)c1,9%,7%
Cc1ccc(-n2ncc3c(N4CCN(C)CC4)ncnc32)cc1Cl,-15%,-2%
O=C(Nc1sc2c(c1C(=O)NCC1CCCO1)CCC2)c1cc(=O)c2cc(Cl)ccc2o1 (stereo not drawn),2%,-13%[57.5 µM]
NNC(=O)C(O)(c1ccccc1)c1ccccc1,-3%,8%
COc1cc(/C=N/O)c(Br)c(Br)c1OCc1ccccc1Cl,-4%,-2%
O=C(/C=C/Nc1ccc(Cl)c(C(F)(F)F)c1)c1ccc(Br)cc1,-1%,4%
COc1ccccc1N1CCN(C(=O)c2cc(-c3ccccc3O)on2)CC1,22%[57.5 µM],0%[57.5 µM]
Cc1ccc(C)c(COC(=O)c2ccc3c(c2)NC(=O)CS3)c1,0%,-2%
CC(C)(C)c1ccc2[nH]c(C(C)(C)C)c(C=O)c2c1,-3%,-13%
Cc1ccc(-n2nc(CO)c(C(=O)NCC(c3ccccc3)c3ccccc3)n2)cc1,3%,1%[57.5 µM]
Cc1ccc(C)c(S(=O)(=O)c2nnn3c2nc(NC2CCCCC2)c2sccc23)c1,?,?
CCn1c(SCC(=O)Nc2ccccc2C(=O)NC2CC2)nnc1-c1ccoc1C,-2%,5%
COc1ccc(CNC(=O)c2csc(NC3CC3)n2)cc1,0%,-5%
CSc1ccc(C2c3[nH]c4ccccc4c3CCN2C(=O)CCC2CCCC2)cc1 (stereo not drawn),-29%,-10%[57.5 µM]
CCOC(=O)c1ccc(NC(=O)Cn2cc(C(=O)C3CC3)c3ccccc32)cc1,3%,-4%
COc1ccc(NC(=O)CSc2oc(-c3cccs3)nc2S(=O)(=O)c2ccc(C)cc2)c(OC)c1,-6%,-11%
CCc1c(C)sc(NC(=O)c2cccc(F)c2)c1C#N,5%,3%
O=C(O)CCCOc1ccc(C(=O)/C=C/c2ccc(C(=O)O)cc2)cc1,-2%,-1%
Cc1oc(-c2nc(C#N)c(NCc3cccnc3)o2)cc1S(=O)(=O)N1CCCCCC1,-6%,1%
CC(NC(=O)CCc1nc2sc3c(c2c(=O)[nH]1)CCC3)c1cccc(C(F)(F)F)c1 (stereo not drawn),-3%,8%
Cc1cc(C)c(NC(=O)Cn2c(=O)n(CCc3ccccc3)c(=O)c3ccccc32)c(C)c1,-1%,-5%
Cc1ccc(N(CC(C)C)S(=O)(=O)c2nnc(NC(=O)c3cccs3)s2)cc1,8%,2%[57.5 µM]
O=C1c2ccccc2S(=O)(=O)N1Cc1nc(-c2cc(Cl)ccc2Cl)cs1,1%,4%
Cc1ccc(-c2c3c(=O)n(C)c(=O)n(C)c3cn2-c2cc(C)ccc2O)cc1,-13%,6%
CC1Sc2c(C(C)(C)C)cc(C(C)(C)C)c(O)c2OC1=O (stereo not drawn),-2%,-9%
N#CCCn1cc(C(=O)Nc2ccc(F)cc2)c(-c2cccs2)n1,-10%,2%

# Seven entries from above, ordered by SMILES length, lowest first.
SMILES,AID inhibitor,UDG counterscr
Cn1c(C=O)cc2ccccc21,-1%,1%
O=C(Nc1cn[nH]c1)C1CCCN(c2cnccn2)C1 (stereo not drawn),0%,0%
CCCc1nnc(NC(=O)C2(c3ccc(Cl)cc3)CCC2)s1,-3%,0%
COc1ccccc1N1CCN(C(=O)c2cc(-c3ccccc3O)on2)CC1,22%[57.5 µM],0%[57.5 µM]
O=C(Cn1c(=O)nc(-c2ccccc2)c2ccccc21)NCCc1ccc(Cl)cc1,14%,0%
CCCCN(c1ccccc1)S(=O)(=O)c1ccc2c(c1)CC(C)N2C(=O)C1CC1 (stereo not drawn),-18%,-4%
COc1cc(Cl)c(C)cc1NC(=O)CCc1c(C)nc2cc(-c3cccc(F)c3)nn2c1C,4%,6%

# (further entries)
SMILES,AID inhibitor,UDG counterscr
COc1cccc2cc(-c3cc(=O)oc4c(C)c(C)ccc34)oc12,3%,-4%
Cc1cc(C)c2oc(-c3cccc(NC(=O)c4ccco4)c3)nc2c1,13%,-7%
N#CCC(=O)Nc1ccc(C(=O)OCc2ccc(Cl)cc2)cc1,-2%,-10%
COC(=O)c1cc2oc3ccccc3c2n1CC(=O)Nc1cccc(SC)c1,-6%,-6%
COC(=O)c1ccc(NC(=O)CSc2nnc3c4ccccc4n(C(C)C)c3n2)cc1,19%,14%
O=c1c2nccnc2nc(SCc2ccccc2F)n1Cc1ccc2c(c1)OCO2,-25%,7%
c1ccc(-c2nc(C34CC5CC(CC(C5)C3)C4)cs2)cc1,-1%,-4%
Cc1nn(Cc2ccc(F)cc2)c(C)c1NC(=O)Nc1ccc2c(c1)OCO2,-9%,-8%
Cc1ccc(C2Nc3cc(C)c(C)cc3-n3c(-c4ccccc4)c4c(=O)n(C)c(=O)n(C)c4c32)o1 (stereo not drawn),0%,?
CC(=O)c1cccc(NC(=O)Cn2c(SCC(=O)Nc3ccc(F)cc3)nc3ccccc32)c1,5%,-23%
CCc1ccccc1Nc1sc(C(=O)c2cccc(OC)c2)c(N)c1S(=O)(=O)c1ccccc1,-28%,?
O=S(=O)(NCCc1csc2nc(-c3ccc(F)cc3)nn12)c1ccc(Oc2ccccc2)cc1,0%,-1%[57.5 µM]
Cc1ccc2nc(C)c(C(=O)O)cc2c1,28%,9%

# High-throughput results: PubChem BioAssay, National Center for Advancing Translational Sciences (NCATS)
